RBX1-CUL1 inh: inhibitors of human ROC1-CUL1 ubiquitin ligase activity; E3 ubiquitin-protein ligase RBX1 (Homo sapiens) + Cullin-1 (Homo sapiens), P62877+Q13616; AID 1347404, 2020; inhibition, % at 10 µM; in vitro K48 di-Ub FRET, acceptor:donor ratio, 45 min; hit rate 0.6% among 140,000; in the data active = inhibition above about 25%
Target sequence (P62877 whole entry, looked up): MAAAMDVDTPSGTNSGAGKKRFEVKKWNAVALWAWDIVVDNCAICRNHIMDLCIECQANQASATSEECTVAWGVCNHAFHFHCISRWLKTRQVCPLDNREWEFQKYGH
Target sequence (Q13616 whole entry, looked up): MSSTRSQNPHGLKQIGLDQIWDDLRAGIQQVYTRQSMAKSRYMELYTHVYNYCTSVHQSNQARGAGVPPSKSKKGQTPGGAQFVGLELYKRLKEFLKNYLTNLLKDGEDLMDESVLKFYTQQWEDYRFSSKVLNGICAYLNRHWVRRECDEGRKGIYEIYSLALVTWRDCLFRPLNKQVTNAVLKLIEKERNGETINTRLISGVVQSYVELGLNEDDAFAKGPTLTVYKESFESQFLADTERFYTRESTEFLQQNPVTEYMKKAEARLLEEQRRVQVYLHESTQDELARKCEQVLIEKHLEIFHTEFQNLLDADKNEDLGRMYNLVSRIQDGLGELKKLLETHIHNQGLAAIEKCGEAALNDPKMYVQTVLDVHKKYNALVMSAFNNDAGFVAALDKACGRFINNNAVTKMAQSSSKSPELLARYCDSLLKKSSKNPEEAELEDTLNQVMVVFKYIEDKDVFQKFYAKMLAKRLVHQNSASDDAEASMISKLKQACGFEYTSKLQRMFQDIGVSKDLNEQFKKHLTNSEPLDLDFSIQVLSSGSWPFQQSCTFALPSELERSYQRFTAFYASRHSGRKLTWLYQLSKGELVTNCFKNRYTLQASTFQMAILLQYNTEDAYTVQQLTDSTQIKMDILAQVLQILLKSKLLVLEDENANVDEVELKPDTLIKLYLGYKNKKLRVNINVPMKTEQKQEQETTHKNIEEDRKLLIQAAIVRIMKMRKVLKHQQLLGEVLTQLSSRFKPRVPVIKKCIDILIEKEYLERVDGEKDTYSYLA
Starred values were filed as active, the others as inactive. These rows are one share of the data. The share of hits here may be higher or lower than overall.

| RBX1-CUL1 inh | structure |
| --- | --- |
| -1 | NS(=O)(=O)c1ccc(N=CC2C(=O)NC(=O)N(c3ccccc3)C2=O)cc1 (configuration not stated) |
| 2 | COc1cc(C(=O)Nc2cccc(Cl)c2)cc(OC)c1OC |
| 3 | Cc1nn(Cc2ccc(Cl)c(Cl)c2)c(C)c1NC(=O)c1noc2c1CCc1ccccc1-2 |
| 2 | Cn1c(Br)nc(Cl)c1Cl |
| 6 | COc1ccc(OCc2nnc(SCC(=O)Nc3ccc(C)c([N+](=O)[O-])c3)n2C)cc1 |
| 1 | CCCCSc1nnc2n(N)cnn12 |
| 7 | N#C/C(=C\c1ccc(-c2ccc(Br)cc2)o1)C(=O)Nc1ccccc1O |
| 5 | C=CCn1c(SCC(=O)N2CCN(Cc3ccccc3)CC2)nnc1-c1ccc(C)c(Cl)c1 |
| -9 | CCOC(=O)Cn1c(=O)n(-c2ccccc2OC)c2nc(-c3cccc(F)c3)nc(C(N)=O)c21 |
| 0 | O=C1c2ccccc2C(=O)N1CSc1ccc(Cl)nn1 |
| 7 | CCn1ccc2cc(S(=O)(=O)N3CCC(C(=O)NCCc4ccccc4Cl)CC3)ccc21 |
| -2 | O=c1oc2ccccc2c2c1ncn2CCN1CCCCC1 |
| 10 | CC(C)c1[nH]nc2c1C(c1ccccc1Cl)C(C#N)C(=N)O2 (configuration not stated) |
| 3 | Cc1sc(NC(=O)C2C3CCC(C3)C2C(=O)O)c(C(N)=O)c1-c1ccccc1 (configuration not stated) |
| 7 | O=C(c1ccc(Cl)cc1)N1CCN(C(=O)c2ccco2)CC1 |
| 10 | CCN=C(Nc1ccc2c(c1)OCO2)SC1CC(=O)N(c2ccc(Br)cc2)C1=O (configuration not stated) |
| 7 | COC(=O)c1ccc(CSc2nc3ccccc3c(=O)[nH]2)cc1 |
| -9 | CC(C)c1nc(CNC(=O)c2ccc(NCc3c(F)cccc3F)nc2)no1 |
| -6 | COc1ccc(OCC(O)CN2CCC(O)CC2)c(CNCCOC(C)C)c1 (configuration not stated) |
| 1 | FC(F)(F)c1cc(-c2ccccc2)nc2cc(-c3ccc(Br)cc3)nn12 |
| -10 | COc1ccc2ccccc2c1C1c2c(n[nH]c2C(C)(C)C)OC(=N)C1C#N (configuration not stated) |
| 9 | CCOc1cc(/C=C2\C(=O)NN(c3ccccc3)C2=O)cc(Br)c1OCc1ccc(C)cc1 |
| 5 | COc1ccccc1NC(=O)C(Cc1ccccc1)NS(=O)(=O)c1ccc2c(c1)CCN2C(C)=O (configuration not stated) |
| 22 | COC(=O)c1cc(-c2c(C)oc3c(C)c(OCc4ccc(F)cc4)ccc3c2=O)c(C)o1 |
| -6 | O=C1CCC(C(=O)c2ccccc2)C(=O)C1C=NCCO (configuration not stated) |
| 1 | Cn1c(CNc2nncc(-c3cccc(Cl)c3)n2)nc2ccccc21 |
| -3 | CCc1ccc(NC(=O)c2ccc(CNS(=O)(=O)c3ccc4c(c3)C(C)(C)C(=O)N4C)cc2)cc1 |
| 8 | CCOc1ccc(C2(O)C(C)N3CCCC=C3N2c2ccc(OC)cc2)cc1 (configuration not stated) |
| -3 | CC(C)c1ccc(CNc2nc(-c3ccco3)nn2S(=O)(=O)c2ccc3ccccc3c2)cc1 |
| -2 | COc1ccc(/C=C/c2cccc[n+]2C)c(OC)c1OC |

The closing 7 compounds of the section above open the next one:
| RBX1-CUL1 inh | structure |
| --- | --- |
| 22 | COC(=O)c1cc(-c2c(C)oc3c(C)c(OCc4ccc(F)cc4)ccc3c2=O)c(C)o1 |
| -6 | O=C1CCC(C(=O)c2ccccc2)C(=O)C1C=NCCO (configuration not stated) |
| 1 | Cn1c(CNc2nncc(-c3cccc(Cl)c3)n2)nc2ccccc21 |
| -3 | CCc1ccc(NC(=O)c2ccc(CNS(=O)(=O)c3ccc4c(c3)C(C)(C)C(=O)N4C)cc2)cc1 |
| 8 | CCOc1ccc(C2(O)C(C)N3CCCC=C3N2c2ccc(OC)cc2)cc1 (configuration not stated) |
| -3 | CC(C)c1ccc(CNc2nc(-c3ccco3)nn2S(=O)(=O)c2ccc3ccccc3c2)cc1 |
| -2 | COc1ccc(/C=C/c2cccc[n+]2C)c(OC)c1OC |
| -4 | Cc1ccccc1NC(=O)CSc1nnc(C)c(=O)[nH]1 |
| 10 | O=S(=O)(Nc1ccc(F)c(Cl)c1)c1cccc(F)c1 |
| 1 | CC(=O)c1cccc(NC(=O)c2cccn2-c2nnc(N3CCCCC3)s2)c1 |
| -6 | C=CCOc1ccc(C(=O)N(Cc2ccc(CC)cc2)C2CCS(=O)(=O)C2)cc1 (configuration not stated) |
| -8 | COc1ccc(/C=c2/sc3n(c2=O)C(c2ccccc2Cl)C2=C(N=3)c3ccccc3CC2)cc1 (configuration not stated) |
| 6 | CCCCCN=CC1C(=O)N(c2nc3ccccc3s2)N=C1c1ccccc1 (configuration not stated) |
| -5 | COc1ccc2c(c1)nc(-c1c[nH]c3ccccc13)n2-c1cc(C(C)(C)C)c(O)c(C(C)(C)C)c1 |
| -2 | CC1(C)CC(C)(c2ccc([N+](=O)[O-])cc2)c2cc([N+](=O)[O-])ccc21 (configuration not stated) |
| 0 | O=C(c1ccc(N2CCCC2)nc1)N1CCCCC1CCn1cccn1 (configuration not stated) |
| 2 | CCOC(=O)c1cnc(SC)nc1SCc1ccc(C#N)cc1 |
| -11 | Nc1c(C(=O)Nc2ccc(Br)cc2)sc2nc3c(cc12)CCC3 |
| -6 | Cc1sc2ncn(CC(=O)N3CCN(c4ccccc4F)CC3)c(=O)c2c1S(=O)(=O)N1CCC(C)CC1 |
| 2 | O=C(N=c1scc(-c2ccc(C3CCCCC3)cc2)n1-c1ccc(Br)cc1)c1ccccc1 |
| 0 | CCOc1ccc(S(=O)(=O)N(C(C)=O)c2ccc3oc(C)c(C(=O)OC)c3c2)cc1 |
| -3 | CCOC(=O)c1cc(CC)sc1NC(=O)c1c(CC)noc1C |
| 3 | COc1ccc(C)cc1NC(=O)CN1C(=O)COc2ccc(S(=O)(=O)N3CCOCC3)cc21 |
| 1 | Cc1ccc2nc(-c3ccccc3F)c(Nc3ccc(Cl)cc3)n2c1 |
| 1 | CC(CCc1ccco1)Nc1nccc(-c2ncnn2C)n1 (configuration not stated) |
| -5 | CCC(=O)N1CCc2cc(S(=O)(=O)CCC(=O)NCc3ccc(C)cc3)ccc21 |
| 7 | Cc1ccc(OCC(=O)N/N=C2\CCOc3c(C)cccc32)cc1 |
| -6 | C=CCNC(=O)c1cc(-c2ccc(C)cc2)on1 |
| 6 | CC(C)N(CCO)C(=O)c1ccccc1OC1CCN(Cc2ccccn2)CC1 |
| -4 | N#Cc1ccccc1NC(=O)C(c1ccccc1)c1ccccc1 |
| 5 | COC(=O)c1c(NC(=O)c2c(OC)cccc2OC)sc2c1CCCC2 |
| 4 | CCOC(=O)N1CCN(C(=O)c2ccc(CN(c3ccccc3)S(C)(=O)=O)cc2)CC1 |
| -4 | CCOC(=O)c1ccc(NC(=O)CSc2nnc(C(C)NC(=O)c3cccc(C)c3)n2CC)cc1 (configuration not stated) |
| 2 | CC(OC1CC(C2CCCCC2)C1(C#N)C#N)c1ccccc1 (configuration not stated) |
| 6 | Cc1ccc(-n2c(=O)c3cc4c(=O)n(-c5ccc(C)c(C)c5)c(=O)c4c(C(=O)c4ccc(C(=O)O)cc4)c3c2=O)cc1C |
| 6 | CCN(CC)c1ccc(NC(=O)c2cc(CN3CCCC3)on2)c(C)c1 |
| 6 | COc1ccc(C(=O)C2C(=O)C(=O)N(CCN(C)C)C2c2ccc(C(C)(C)C)cc2)cc1OC (configuration not stated) |

Overlap with the part before: 4 entries, then new ones.
| RBX1-CUL1 inh | structure |
| --- | --- |
| 2 | CC(OC1CC(C2CCCCC2)C1(C#N)C#N)c1ccccc1 (configuration not stated) |
| 6 | Cc1ccc(-n2c(=O)c3cc4c(=O)n(-c5ccc(C)c(C)c5)c(=O)c4c(C(=O)c4ccc(C(=O)O)cc4)c3c2=O)cc1C |
| 6 | CCN(CC)c1ccc(NC(=O)c2cc(CN3CCCC3)on2)c(C)c1 |
| 6 | COc1ccc(C(=O)C2C(=O)C(=O)N(CCN(C)C)C2c2ccc(C(C)(C)C)cc2)cc1OC (configuration not stated) |
| 1 | O=C(O)c1ccc(COc2ccc(CC3=NC(=S)N(c4ccccc4)C3=O)cc2)cc1 |
| -1 | CC(=O)c1ccc(N2CCN(C(=O)c3cc4c(s3)-c3ccccc3OC4)CC2)cc1 |
| 1 | CCOc1cc(C2c3c(n[nH]c3-c3cc(OC)ccc3OC)OC(=N)C2C#N)cc(Br)c1O (configuration not stated) |
| -4 | COc1ccccc1N=C1c2ccccc2C(=O)C1c1ccc2ccccc2c1 (configuration not stated) |
| 1 | Cc1cc2nn(-c3ccc(F)cc3)nc2cc1NC(=O)c1cccc2c(Cl)cccc12 |
| 7 | Cc1cccnc1CNCC1(O)CCCN(CC(C)(C)C)C1=O (configuration not stated) |
| 3 | CC1=NNc2nc3c(c(=O)n(Cc4ccccc4F)c(=O)n3C)n2C1C (configuration not stated) |
| 2 | O=c1/c(=C\c2cccs2)sc2n1C(c1cccc(F)c1)C1=C(N=2)c2ccccc2CC1 (configuration not stated) |
| -1 | CCOC(=O)c1c(NC(=O)/C=C/c2ccc(OC)cc2)sc2c1CCC(C)C2 (configuration not stated) |
| 3 | O=C1CCN1C1(C(=O)NC2CCCCC2)CCCCC1 |
| -3 | CCOC(=O)CN(C(=O)CSc1nnc(-c2ccco2)o1)c1cccc(C(F)(F)F)c1 |
| -2 | CC(C)Cn1c(CN2CCCCCC2)cnc1S(=O)(=O)CC1CCCO1 (configuration not stated) |
| 7 | O=C1NC(=S)N(c2ccccc2)C1=O |
| 2 | Cc1ccc(NC(=O)COc2ccc(Cl)cc2C)c(Br)c1 |
| -4 | O=C(c1ccc(F)cc1F)N1CCC(c2nc(-c3ccc(S(=O)(=O)N4CCCC4)cc3)no2)CC1 |
| 4 | CC1=NC(=O)CC(c2ccccc2F)C1C(=O)OCc1ccc(C)cc1 (configuration not stated) |
| 4 | CN(C)c1ccc(CNC(=O)Cc2ccc(NC(=O)N3CCCCc4ccccc43)cc2)cc1 |
| -11 | CC(=O)Nc1ccc(NC(=O)C(c2ccccc2)N2Cc3ccccc3C2=O)cc1 (configuration not stated) |
| 8 | C=CCn1c(SCC(=O)NCc2ccccc2)nc2scc(-c3cccs3)c2c1=O |
| 4 | CSc1ccc(C2C(C(=O)OC(C)C)=C(C)N=C3SCCC(=O)N32)cc1 (configuration not stated) |
| 6 | NC(=O)C1CCN(C2CC(=O)N(c3ccc(OC(F)(F)Cl)cc3)C2=O)CC1 (configuration not stated) |
| 14 | Cc1nc(-c2ccccc2)c(C(=O)Nc2ccc(Cl)c(C(F)(F)F)c2)s1 |
| -3 | CCCCNC(=O)c1cn(C)c2ccc(S(=O)(=O)N3CCCC3)cc2c1=O |
| 0 | Fc1ccc(Nc2nc3ccccc3n3nnnc23)c(F)c1 |
| 8 | O=[N+]([O-])c1ccc(-c2[nH]c(-c3ccc4ncccc4c3)nc2-c2ccccc2)cc1 |
| -4 | COc1ccc(NC(=O)Cn2c(=O)n(C(C)C)c(=O)c3oc4ccccc4c32)cc1Cl |
| -1 | Cc1cc(C)cc(NC(=O)C(=O)NC(C)c2ccccc2)c1 (configuration not stated) |
| 0 | COc1ccc(NC(=O)c2sc3nc4cc(C)ccc4cc3c2N)cc1 |
| -1 | CC(Cc1cnccn1)NC(=O)c1cc(Cn2ccc3ccccc32)[nH]n1 (configuration not stated) |
| 6 | CC(=O)Oc1ccc(-c2cccc(C(=O)N3C(=O)CCN3c3ccccc3)c2)cc1 |
| 7 | Cc1cnc(CNC(=O)Cc2c3c(n(CC(C)C)c2C)CC(C)(C)CC3=O)cn1 |
| 9 | O=C(Cc1ccccc1F)N1CCC(c2nc3c(nnn3Cc3cccc(Cl)c3)c(=O)[nH]2)CC1 |
| 1 | Nc1nc(N2CCC3(CC2)c2ccccc2[C@@H](N2CCCC2)[C@@H]3O)cc(=O)[nH]1 |
| -3 | O=C(Nc1ccc(F)cc1)c1ccc(CN2CC(=O)N3CCCCC3C2=O)cc1 (configuration not stated) |
| 0 | COc1ccc(CNC(=O)CCS(=O)(=O)c2cc(Br)cc3c2N(C(=O)C2CC2)CC3)cc1 |
| -3 | COc1cccc(CNC(=O)c2cc(=O)[nH]c3ccc(S(=O)(=O)N4CCCCC4)cc23)c1 |
| 1 | COc1ccc(CN(C(=O)c2ccco2)c2ccccc2C(=O)O)cc1 |
| 20 | S=c1[nH]c2c(Cl)c(Cl)c(Cl)cc2o1 |
| -6 | Cc1ccc(C(CC(=O)Nc2ccc(F)c(Cl)c2)N2Cc3ccccc3C2=O)cc1 (configuration not stated) |
| 2 | COc1ccc(-c2cc3cc(OC)c(OC)cc3c(-c3ccccc3F)n2)cc1OC |
| -7 | Cc1ccc(CC2(CCC(=O)N3CCC(OCc4ccccc4)CC3)CCC(=O)N2)cc1 (configuration not stated) |
| 8 | O=C1CC(O)(C(F)(F)F)OC12CCCCC2 (configuration not stated) |
| -1 | Cc1ccc2c(c1)CN(CCC(=O)NCC(C)(C)CO)CC(C)O2 (configuration not stated) |
| 7 | Cc1csc(NC(=O)c2sc3nc4c(cc3c2N)CC(C)CC4)n1 (configuration not stated) |
| 5 | Cc1cccc(Oc2ccc(C#N)c(C#N)c2)c1C |
| 12 | Cc1ccc(CN2CCC(CNC(=O)Nc3cccc(Cl)c3C)C2)cc1 (configuration not stated) |
| -7 | c1ccc(C2=NN=C(c3ccccc3)CCC2)cc1 |
| -10 | Cc1cccc(C(=O)NCC(=O)OCc2cc(=O)n3nc(C)sc3n2)c1 |
| 14 | CCN(CC)C1=C(C(=O)Nc2ccccc2)S(=O)(=O)c2ccccc21 |
| 7 | COc1ccc(Cl)cc1S(=O)(=O)Nc1ccc2[nH]c(=O)[nH]c2c1 |
| 5 | Cc1nn(C)c2c1c(C(F)(F)F)cc(=O)n2CC(=O)NCc1ccc(OC(C)C)cc1 |
| 5 | CC(C)c1ccc(OCC(=O)Nc2cccc(Cl)c2Cl)cc1 |
| 2 | CC1=C(C(=O)OCc2ccccc2)C(/C=C/c2ccccc2)N2C(=O)CCSC2=N1 (configuration not stated) |
| -7 | COc1cc(/C=c2\sc3nc4ccccc4n3c2=O)ccc1OCCCOc1ccccc1 |
| -18 | Cc1ccc2ncc(C(=O)Nc3cccc(C(F)(F)F)c3)c(=O)n2c1 |
| 0 | CCOc1ccccc1CNC(=O)c1oc2c(c1C)-c1nn(Cc3cccc(Cl)c3)cc1CC2 |

High-throughput results from PubChem BioAssay.
